AmpC detergent = qHTS Inhibitors of AmpC Beta-Lactamase (assay with detergent). P00811. AmpC hydrolysis of nitrocefin, absorbance 480 nm, 0.01% Triton. Potency, µM (top dose mostly 114 µM), inactives show at the highest dose activity change, negative = inhibition, most hits filed as inhibitors. 370,000 tested, 0.041% active. AID 485294, 2010;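 also: potency is read from the fitted curve at half-maximal effect; 0% = no-compound wells and -100% = no-enzyme wells; nearly all actives have a fitted effect of over 25% in size; some results filed as inactive show a strong effect at the top dose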
Target sequence (P00811 whole entry, looked up): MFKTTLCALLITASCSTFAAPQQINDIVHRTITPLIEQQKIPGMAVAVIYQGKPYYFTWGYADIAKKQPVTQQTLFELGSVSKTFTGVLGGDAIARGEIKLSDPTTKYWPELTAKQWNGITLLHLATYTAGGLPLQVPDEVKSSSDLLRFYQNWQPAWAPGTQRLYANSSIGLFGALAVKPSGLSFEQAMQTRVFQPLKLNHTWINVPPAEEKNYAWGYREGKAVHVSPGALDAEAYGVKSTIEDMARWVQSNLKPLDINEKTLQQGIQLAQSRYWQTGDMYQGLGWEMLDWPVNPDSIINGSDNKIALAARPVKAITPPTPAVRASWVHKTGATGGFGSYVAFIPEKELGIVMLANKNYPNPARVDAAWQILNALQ
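AmpC (5.3 nM in the dispensed reagent) in 20 mM phosphate pH 7.0 with 0.01% (detergent screen) or 0.0001% Triton X-100 was preincubated with compounds for 15 min at room temperature. Nitrocefin was then added from an 800 uM solution, and hydrolysis was followed at 480 nm.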
Giardia FBPA inh = qHTS Assay for Inhibitors of Fructose-1,6-bisphosphate Aldolase from Giardia Lamblia. purified Giardia FBPA. Potency, µM (highest dose often 59.6 µM), for the others: top-dose activity, negative = inhibition, most hits filed as inhibitors. 290,000 tested, 0.71% active; also: potency is read from the fitted curve at half-maximal effect; nearly all actives have a fitted effect of over 55% in size
Target sequence (A8B2U2 whole entry, looked up): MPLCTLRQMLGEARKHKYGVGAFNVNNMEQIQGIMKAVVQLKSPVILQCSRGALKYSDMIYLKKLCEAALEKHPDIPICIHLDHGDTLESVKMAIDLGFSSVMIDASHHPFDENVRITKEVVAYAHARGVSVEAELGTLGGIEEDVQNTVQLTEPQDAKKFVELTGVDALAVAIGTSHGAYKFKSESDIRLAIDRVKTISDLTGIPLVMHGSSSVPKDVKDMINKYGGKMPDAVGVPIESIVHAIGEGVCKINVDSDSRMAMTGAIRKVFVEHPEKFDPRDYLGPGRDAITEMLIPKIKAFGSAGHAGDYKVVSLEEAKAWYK
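40 nM FBPA preincubated 10 min at RT with compound (up to 57.5 uM final), then substrate plus GAPDH/TPI/NAD/arsenate coupling and diaphorase/resazurin added. Fluorescence read after 20 min at RT, 525/598 nm.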
HCMV inh = qHTS Assay for inhibitors of the human cytomegalovirus (HCMV); HFF cells, HCMV-luciferase reporter, 72 h; hits give low values; activity change, negative = inhibition, % at 57.5 µM; 410,000 tested, 4.5% active; in the data active = activity change below about -60%; inconclusive = no clear call, values can overlap the other calls; inactive = above about -39%
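Human foreskin fibroblasts infected with luciferase-reporter HCMV at MOI 1 PFU/cell, compounds at two doses. Luciferase measured 72 h post infection; normalized to buffer-only basal and Salinomycin (10uM) controls.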
AMA1-RON2 inh = qHTS for Inhibitors of AMA1-RON; Towards Development of Antimalarial Drug Lead: Primary Screen; Plasmodium falciparum AMA1 (3D7) - RON2 peptide interaction; AlphaScreen AMA1-biotinylated RON2 peptide binding; Potency, µM (titrated, usually from 58.2 µM), for the others: at the top dose activity change, negative = inhibition, actives largely listed as inhibitors; 360,000 tested, 0.2% active; AID 720542, 2013;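 also: potency is read from the fitted curve at half-maximal effect; 0% = vehicle wells and -100% = peptide control; nearly all actives have a fitted effect of over 45% in size; some results filed as inactive show a strong effect at the top dose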
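AMA1 (3D7) with his tag at 25 nM final met compounds first, then biotinylated RON2 peptide at 25 nM; detection used donor plus acceptor beads, 10 µg/mL apiece, read by AlphaScreen after 30 min at room temperature.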
Sm TGR inh = qHTS Assay for the Inhibitors of Schistosoma Mansoni Peroxiredoxins; Schistosoma mansoni thioredoxin glutathione reductase (TGR), Q962Y6; purified TGR, DTNB reduction, TNB absorbance 405 nm; Potency, µM (doses to about 114 µM), for inactives: at the top dose activity change, negative = inhibition, most hits filed as inhibitors; 360,000 tested, 3% active; AID 485364, 2010; also: potency is read from the fitted curve at half-maximal effect; nearly all actives have a fitted effect of over 60% in size
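TGR 20 nM + NADPH 100 uM (dispensed conc.), cpd preinc 15 min RT; start with NADPH (500 uM addition) then DTNB (15 mM addition). Kinetic TNB absorbance, 405 nm filter. Four-parameter Hill fit across titration.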
AmpC no deterg = qHTS Inhibitors of AmpC Beta-Lactamase (assay without detergent); P00811; Potency, µM (doses to about 57.1 µM), for inactives: at the highest dose activity change, negative = inhibition, actives largely listed as inhibitors; 330,000 tested, 0.52% active; AmpC nitrocefin hydrolysis, absorbance 480 nm, 0.0001% Triton;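 also: potency is read from the fitted curve at half-maximal effect; plate controls were no compound for no effect and no enzyme for full effect; nearly all actives have a fitted effect of over 20% in size; some results filed as inactive show a strong effect at the top dose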
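AmpC (5.3 nM in the dispensed reagent) in 20 mM phosphate pH 7.0 with 0.01% (detergent screen) or 0.0001% Triton X-100 was preincubated with compounds for 15 min at room temperature. Nitrocefin was then added from an 800 uM solution, and hydrolysis was followed at 480 nm.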
Numbers without * were called inactive; ? = inconclusive; nt = not tested or not shown; & = joins results of further samples; [ ] = remark or other dose. Unless noted, calls follow the shape of the dose curve; as a rule, active = well fitted curve in the direction sought with a large enough effect; inconclusive = small, poorly fitted or top-dose-only effect, or another doubt; inactive = no such curve, though single readings can be large; an effect the other way counts as inactive or inconclusive. Unless noted, % is scaled to controls: 0 for no effect and ±100 for the full control effect.

SMILES	AmpC detergent	Giardia FBPA inh	HCMV inh	AMA1-RON2 inh	Sm TGR inh	AmpC no deterg
O=C(NC1CC2CCC(C1)N2C(=O)NC1CCCCC1)NC12CC3CC(CC(C3)C1)C2 (stereo not drawn)	?	-9%	-17	2%	-28%	-21%
O=C(NCc1ccco1)Nc1cccc([N+](=O)[O-])c1	-3%	-3%	?	-2%	4%	-28%
O=C(NCc1ccc(Cl)c(Cl)c1)c1cccnc1	8%	3%	-21	5%	10%	-14%
O=C(Nc1ccccc1F)c1cc2nc(C(F)F)cc(C(F)F)n2n1	-4%	-2%	46	-5%	-22%	-18%
COc1cccc(OCCOCC(O)CN2CCN(Cc3ccc(Cl)cc3)CC2)c1 (stereo not drawn)	?	-27%	?	-15%	-2%	173%[activator]
CSc1nnc(-c2cnccn2)n1CCCN1CCCC1=O	-17%	-7%	60	2%	3%	-14%
Cc1ccc(S(=O)(=O)N2CCC(C(=O)NCc3ccccc3CN3CCCC3)CC2)cc1	nt	nt	-25	8%	nt	7%
Cc1c(C(=O)N2CCN(C)CC2)oc2ccc(Br)cc12	-12%	-3%	11	-9%	5%	91%[activator]
O=C1NC(=Nc2ccc(Cl)cc2)SC1Cc1cccc(Cl)c1Cl (stereo not drawn)	-13%	-2%	-64*	8%[11.6 µM]	-5%	-24%
COc1ccc(-c2cn3c(C)c(C(=O)Nc4cc(C)cc(C)c4)sc3n2)cc1	1%	nt	28	nt	0%	nt
O=C(NCCc1ccccc1)C(NS(=O)(=O)c1cccc2nsnc12)c1ccccc1 (stereo not drawn)	?	-3%	-11	15%	-7%	-42%
CC(C)(C)c1cc(C(=O)O)n[nH]1	-7%	-23%	12	-1%	4%	-10%
Cn1c2c(c3cc([N+](=O)[O-])ccc31)CCCC2	-13%	6%	21	-13%	-29%	-3%
C=CCN(c1ccccc1)S(=O)(=O)c1cccc(C(=O)O)c1	2%	19%	31	-13%	-9%	-8%
O=C(COc1cc(Cl)ccc1Cl)Nc1ccc(Cl)cc1C(=O)c1ccccc1	15%	nt	-28	nt	-1%	nt
CCOc1ccc(S(=O)(=O)N2CCN(c3ccc(C)cc3C)CC2)cc1	-13%	1%	8	3%	1%	-22%
O=C(NCCc1cccs1)c1ccc(Cn2c(SCc3cccc(F)c3)nc3cccnc32)cc1	1%	nt	-5	nt	11%	nt
COC(=O)c1sccc1NC(=O)CCC1CCCC1	-3%	0%	15	19%	0%	-14%
O=C1COc2ccc(C(=O)COC(=O)/C=C/c3ccco3)cc2N1	?	nt	nt	-17%	13µM*	-19%
CC(=O)c1ccc(S(=O)(=O)NCCC(=O)NC(C)c2ccncc2)cc1 (stereo not drawn)	7%	nt	-6	6%	-13%	-20%

Reprinted from the part before: two entries, followed by the next part.
SMILES	AmpC detergent	Giardia FBPA inh	HCMV inh	AMA1-RON2 inh	Sm TGR inh	AmpC no deterg
O=C1COc2ccc(C(=O)COC(=O)/C=C/c3ccco3)cc2N1	?	nt	nt	-17%	13µM*	-19%
CC(=O)c1ccc(S(=O)(=O)NCCC(=O)NC(C)c2ccncc2)cc1 (stereo not drawn)	7%	nt	-6	6%	-13%	-20%
O=C(CN1C(=O)CCC1=O)Nc1nc(-c2nc3ccccc3s2)cs1	?	5%	152	23%	-4%	-18%
CC1(C)OC(=O)C=C[C@]2(C)[C@H]3CC[C@@]4(C)[C@H](c5ccoc5)OC(=O)[C@H]5O[C@]54[C@]3(C)C(=O)C[C@@H]12	6%	nt	20	-1%	?	88%[activator]
Cn1cc(Br)c(C(=O)NC2CCCCC2)n1	2%	2%	17	9%	4%	-15%
CCN(CC)c1ccc(C(=O)OCC(=O)Nc2cc(C)on2)cc1	7%	nt	0	-5%	8%	-13%
O=C(CCN1C(=O)c2ccccc2S1(=O)=O)N1CCN(c2ccc(F)cc2)CC1	-15%	nt	-33	-16%	-16%	36%
Cc1ccccc1-c1nn2c(=O)cc(CN3CCN(C(=O)/C=C/c4ccccc4)CC3)nc2s1	-4%	nt	6	nt	40µM*	nt
CCOC(=O)c1cnc(-n2nc(C)cc2C)nc1NCCc1ccccc1	-8%	14%	-92*	21%	-5%	115%[activator]
O=C(NCCCCCCNC(=O)c1cccs1)c1cccs1	-4%	-3%	-28	0%	8%	-14%
Cc1ccc(S(=O)(=O)NCC(=O)NCc2cc(=O)n(C)c(=O)n2C)cc1C	-6%	-8%	3	0%	0%	-22%
COc1ccccc1NC(=O)C1=C(C)Nc2nc(SCc3ccccc3F)nn2C1c1cccnc1 (stereo not drawn)	6%	nt	-14	nt	3%	nt

Random excerpt: 2 entries already listed
SMILES	AmpC detergent	Giardia FBPA inh	HCMV inh	AMA1-RON2 inh	Sm TGR inh	AmpC no deterg
Cc1ccc(S(=O)(=O)NCC(=O)NCc2cc(=O)n(C)c(=O)n2C)cc1C	-6%	-8%	3	0%	0%	-22%
O=C1COc2ccc(C(=O)COC(=O)/C=C/c3ccco3)cc2N1	?	nt	nt	-17%	13µM*	-19%

New compounds follow:
SMILES	AmpC detergent	Giardia FBPA inh	HCMV inh	AMA1-RON2 inh	Sm TGR inh	AmpC no deterg
O=C(NCC1CCCO1)c1ccc2c(c1)N(Cc1ccccc1)C(=O)CS2=O (stereo not drawn)	-5%	2%	-12	-1%	26%	?
COc1cc(C2C(C(=O)c3ccco3)=C(O)C(=O)N2CC2CCCO2)ccc1O (stereo not drawn)	1%	-23%	-8	4%	3%	-1%
CC1=NNC(=O)C1Cc1ccccc1C (stereo not drawn)	-9%	-5%	-33	-12%	2%	-14%
CCC(C)NC(=O)C1CCC(CNS(=O)(=O)c2cccc3nsnc23)CC1 (stereo not drawn)	-3%&1%	nt	4	-2%	3%&3%	1%
O=C(O)c1sccc1SCc1ccc(Cl)cc1Cl	-2%	?	12	-10%	1%	-28%
O=C1OCC2=C1C(c1ccc3c(c1)OCO3)Sc1ccccc1N2 (stereo not drawn)	-6%	-1%	?	6%	3%	-50%
COc1ccc(CCNCC2CCCO2)cc1 (stereo not drawn)	-13%	?	10	-17%	-17%	-2%
CC1(C)Cc2c(c(-c3ccco3)[nH]c(=O)c2C#N)CS1	-14%	18µM*	6	-12%	32µM*	-15%
COc1ccc(NS(=O)(=O)c2cnc[nH]2)cc1	2%	-1%	19	7%	1%	-6%
CCOc1ccc(S(=O)(=O)N(C)c2ccc(OCC(=O)N3CCOCC3)cc2)cc1	-4%	1%	24	0%	3%	30%
CC1CCN(S(=O)(=O)c2cccc(C(=O)NNC(=O)c3ccco3)c2)CC1	-2%	2%	-10	17%	-9%	-28%
COC(=O)c1c(SCC(=O)Nc2cc(F)ccc2F)[nH]c2ccc(C)cc2c1=O	-1%	nt	7	nt	9%	nt
COc1cccc(CN(C(=O)CN2C(=O)c3ccccc3S2(=O)=O)C(C(=O)NCC2CCCO2)c2ccco2)c1 (stereo not drawn)	-3%	-4%	16	-2%	-9%	142%[activator]
COc1ccc(CCNC(=O)Cn2c(=O)n(-c3ccc(C)c(C)c3)c(=O)c3c(C)c(C)sc32)cc1OC	7%	nt	-37	nt	7%	nt
CCOc1ccc(CC(=O)Nc2c(C(=O)c3ccccc3)oc3ccc(Cl)cc23)cc1OCC	-1%	nt	23	nt	9%	nt
O=C(NNC(=S)Nc1ccc(F)cc1)c1cccc([N+](=O)[O-])c1	-4%	6%	42	122%[activator]	-9%	0%
COc1ccc(OCc2nc(-c3ccc(-n4cccc4)cc3)no2)cc1	11%	nt	-3	nt	19%	nt
COC(CNC(=O)CCc1c(C)nc2c(c(C)nn2-c2ccc(C)cc2)c1C)OC	-6%	4%	-23	-8%	16%	52%
Cc1c(Cl)cccc1NC(=S)N1CCCN(Cc2ccc(F)cc2)C1	-11%	-4%	0	66%[activator]	-4%	-37%
Cc1ccc(C)c(-n2c(CNC(=O)c3ccco3)nnc2SCC(=O)Nc2nnc(C)s2)c1	-6%	-10%	12	-1%	-24%	0%
COC(=O)c1c(NC(=O)c2cc3ccccc3c(=O)o2)sc2c1CCCC2	26%	nt	10	nt	-4%	nt
CCCCSc1nc(C)c(CC(=O)OC)c(=O)[nH]1	-8%	-4%	9	13%	-2%	-20%
COCCSc1ccccc1C(=O)NCCCn1ccnc1	-2%	-9%	-29	-10%	3%	-13%
Cn1c2ccccc2c(=O)c2cc(NCCCN3CCOCC3)ccc21	nt	nt	171	4%	nt	77%[activator]
Cc1nnc(C)n1-c1ccc(C(=O)Nc2cccc(Br)c2)cc1	6%	nt	33	nt	-27%	nt
CCn1cnc2cc([N+](=O)[O-])ccc21	1%	-1%	34	0%	4%	-5%
Cc1ccc(S(=O)(=O)NCCOc2nc(N(C)C)nc(N3CCOCC3)n2)cc1	1%	0%	40	-3%	-10%	4%
COc1ccc2c(CNCCc3cccs3)c(C(=O)O)n(Cc3cccc(F)c3)c2c1	11%	nt	26	nt	-2%	nt
COc1ccc(-c2csc(NC3OC(=O)c4c3ccc(OC)c4OC)n2)cc1OC (stereo not drawn)	2%	-6%	-98*	-18%	0%	-14%
CCCN1CCN(C(=O)CN2C(=O)CC(C)(C)S(=O)(=O)c3ccccc32)CC1	0%	2%	?	-18%	?	-12%
Nc1ccc(S(=O)(=O)Nc2nccc(/C=C/c3ccc(Cl)cc3Cl)n2)cc1	2%	3%	-30	-24%	10%	-34%
COc1ccc(Cc2nnc(NC(=O)C3CCCO3)s2)cc1OC (stereo not drawn)	3%	-2%	-5	-11%	-22%	-2%
N#CC[n+]1cc(-c2ccc(Cl)cc2)n2c1CCC2	?	-7%	20	14%	0%	-12%
Cc1cc(C(=O)C(C)Cl)c(C)n1Cc1ccco1 (stereo not drawn)	-7%	1%	-6	-4%	28µM*	-12%[11.4 µM]
O=c1c2[nH]c3ccc(F)cc3c2ncn1CCN1CCOCC1	?	0%	49	36%[activator]	6%	-8%
O=C(NCCCCc1ccccc1)Nc1cccc(F)c1	?	3%	?	10%	2%	-28%
O=C(Nc1nc2ccsc2c(=O)s1)c1ccc(F)cc1Cl	4%	-4%	12	8%	?	-19%
CCC(C)NCC(=O)Nc1ccc([N+](=O)[O-])cc1C(=O)Nc1ccccc1F (stereo not drawn)	3%	1%	20	108%[activator]	8%	-28%
O=C(CCCN1C(=O)C2CC=CCC2C1=O)Nc1ccccc1Cl (stereo not drawn)	4%	nt	6	6%	3%	12%

Laid out differently: two of the compounds above
Each structure is followed by: AmpC detergent | Giardia FBPA inh | HCMV inh | AMA1-RON2 inh | Sm TGR inh | AmpC no deterg
> O=C(NCCCCc1ccccc1)Nc1cccc(F)c1
→ ? | 3% | ? | 10% | 2% | -28%
> O=C(Nc1nc2ccsc2c(=O)s1)c1ccc(F)cc1Cl
→ 4% | -4% | 12 | 8% | ? | -19%

Compound activity deposited in PubChem by National Center for Advancing Translational Sciences (NCATS).
